# LYPLA1 inh = LYPLA1 (human) inhibition in PME1 counter-screen; O75608; recombinant LYPLA1, FP-Rh probe fluorescence polarization; inhibition, % at 5.9 µM; 320,000 compounds, 0.16% hits; AID 2174;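 active = inhibition above the mean of all tested compounds plus 3 SD, set per campaign, cut at about 14% in these data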;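 also: inhibitors block serine hydrolase probe labeling of LYPLA1 so polarization falls; 0% = enzyme with DMSO and 100% = wells lacking LYPLA1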
# Target sequence (O75608 whole entry, looked up): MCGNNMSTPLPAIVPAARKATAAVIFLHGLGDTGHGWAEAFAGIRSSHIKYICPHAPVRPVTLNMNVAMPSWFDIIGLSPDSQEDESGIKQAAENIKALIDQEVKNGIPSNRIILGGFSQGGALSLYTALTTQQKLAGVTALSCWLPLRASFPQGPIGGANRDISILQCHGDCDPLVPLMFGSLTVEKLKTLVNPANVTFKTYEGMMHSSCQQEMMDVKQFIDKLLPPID
# LYPLA2 counter = counter-screen for PME1 inhibitors: inhibitors of human LYPLA2. 320,000 compounds, 0.38% hits. AID 2177. inhibition, % at 5.9 µM. O95372. recombinant LYPLA2, FP-Rh probe fluorescence polarization;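 active = inhibition above the screen-wide mean plus 3 SD, limit set per campaign, cut at about 26% in these data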;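 also: 0% = LYPLA2 with DMSO and 100% = wells lacking LYPLA2 enzyme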
# Target sequence (O95372 whole entry, looked up): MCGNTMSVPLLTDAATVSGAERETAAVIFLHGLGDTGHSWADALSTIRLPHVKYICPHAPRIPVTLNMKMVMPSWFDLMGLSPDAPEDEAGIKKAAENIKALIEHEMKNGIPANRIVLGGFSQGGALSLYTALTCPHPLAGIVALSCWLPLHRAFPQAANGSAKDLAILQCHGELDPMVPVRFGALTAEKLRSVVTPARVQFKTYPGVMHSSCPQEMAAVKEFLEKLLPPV
# ZTA DNA inh = blocks Epstein-Barr virus ZTA, an EBNA-1 counter-screen. ZTA-DNA binding, fluorescence polarization. AID 2234. P03206. 320,000 compounds, 0.15% hits. inhibition, % at 11 µM; in the data active = inhibition above about 33%
# Target sequence (P03206 whole entry, looked up): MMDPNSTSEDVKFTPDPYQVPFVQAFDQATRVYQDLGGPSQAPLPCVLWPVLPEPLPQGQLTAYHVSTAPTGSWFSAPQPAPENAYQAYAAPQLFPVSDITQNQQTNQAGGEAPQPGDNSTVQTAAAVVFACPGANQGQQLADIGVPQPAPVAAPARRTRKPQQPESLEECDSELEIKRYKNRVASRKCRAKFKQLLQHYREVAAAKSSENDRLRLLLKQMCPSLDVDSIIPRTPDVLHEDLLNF
# EBNA-1 inh = blocks EBNA-1 binding to DNA; AID 1950; EBNA-1 DNA binding, fluorescence polarization; 300,000 compounds, 0.34% hits; inhibition, % at 14.8 µM; in the data active = inhibition above about 28%
# PAFAH2 inh = PAFAH2 (human) inhibition; Q99487; recombinant PAFAH2, FP-rhodamine activity probe, fluorescence polarization; inhibition, % at 3.39 µM; 340,000 compounds, 0.99% hits;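 active = inhibition above the mean over all tested compounds plus 3 SD, cut at about 30% in these data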;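 also: inhibitors block probe labeling of enzyme so polarization drops; 0% = enzyme with DMSO and 100% = wells lacking PAFAH2 protein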
# PAD4 FP inh = blocks human protein arginine deiminase 4 | AID 485272 | recombinant PAD4, RCA probe fluorescence polarization | 330,000 compounds, 0.41% hits | inhibition, % at 6.36 µM | Q9UM07;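 active = percent inhibition above a cutoff equal to the mean of all tested compounds plus 3 SD, cut at about 15% in these data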;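 also: 0% = PAD4 with RCA probe and DMSO and 100% = probe without PAD4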
# GSTO1 counter = counter-screen for RBBP9 inhibitors: inhibitors of human GSTO1. P78417. recombinant GSTO1, activity-based probe fluorescence polarization. inhibition, % at 5.96 µM. 300,000 compounds, 1.1% hits;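 active = inhibition above the campaign mean inhibition plus 3 SD, cut at about 35% in these data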;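 also: 0% = GSTO1-1 with DMSO and 100% = wells lacking GSTO1-1 enzyme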
# Target sequence (P78417 whole entry, looked up): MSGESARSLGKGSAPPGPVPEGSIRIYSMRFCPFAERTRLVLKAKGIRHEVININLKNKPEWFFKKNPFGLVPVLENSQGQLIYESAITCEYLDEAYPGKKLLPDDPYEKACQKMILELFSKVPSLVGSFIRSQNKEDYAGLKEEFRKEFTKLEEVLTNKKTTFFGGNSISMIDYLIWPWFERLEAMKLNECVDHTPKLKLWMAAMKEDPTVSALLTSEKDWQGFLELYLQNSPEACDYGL
# PAFAH1B3 inh = PAFAH1B3 (human) inhibition; Q15102; recombinant PAFAH1B3, FP-rhodamine probe, fluorescence polarization; inhibition, % at 3.39 µM; 340,000 compounds, 0.28% hits; AID 492972;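 active = inhibition above the screen-wide average of all tested compounds plus 3 SD, cut at about 25% in these data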;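 also: 0% = enzyme with DMSO only and 100% = wells lacking PAFAH1B3 protein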
# PREPL inh = human PREPL enzyme inhibition. inhibition, % at 5.96 µM. 320,000 compounds, 0.68% hits. recombinant PREPL, fluorescence polarization activity-based probe; in the data active = inhibition above about 43%;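 also: 0% = enzyme with DMSO and 100% = wells lacking enzyme; many of its hits are not listed in these tables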
# Starred values were filed as active, the others as inactive; . = not tested or not shown.
SMILES,LYPLA1 inh,LYPLA2 counter,ZTA DNA inh,EBNA-1 inh,PAFAH2 inh,PAD4 FP inh,GSTO1 counter,PAFAH1B3 inh,PREPL inh
COC(=O)c1cc2ccccc2n1S(=O)(=O)c1ccccc1,1,5,-2,3,5,1,-7,7,-6
CC(=O)N1CCN(c2ccccc2NC(=O)COc2ccccc2C)CC1,1,1,17,10,5,-1,3,4,-2
O=C(COc1ccccc1)Nc1ccc2[nH]c(=O)[nH]c2c1,-1,-4,15,3,0,-2,-7,3,14
CCN(C(=O)CN1CCN(Cc2ccccc2)CC1)c1c(N)n(Cc2ccccc2)c(=O)[nH]c1=O,-1,5,-25,-2,0,-11,8,5,-2
CN1CCN(C(=O)c2cc([N+](=O)[O-])cc([N+](=O)[O-])c2)CC1,1,7,1,-10,12,-1,6,11,5
Cc1ccc(CSCCNC(=O)CN(c2ccccc2)S(C)(=O)=O)cc1,-3,-8,-7,-20,4,5,-3,2,6
COc1ccccc1NC(=O)/C(C#N)=C/c1cccnc1,-1,3,5,4,-4,-4,0,2,-1
O=C(COC(=O)c1ccccc1Cc1ccccc1)Nc1ccc(SC(F)F)cc1,-42,-69,-12,4,-2,-26,-14,-33,2
O=C(Cn1cc([N+](=O)[O-])cn1)N1CCc2ccccc2C1,2,-2,10,-10,-8,-4,-2,9,-8
Cc1ccc(S(=O)(=O)N2CCCCC2)cc1NC(=O)C1CCCO1 (stereo not drawn),1,-3,16,9,5,-3,7,3,4
Cc1cc(C(=O)NNC(=S)NCC(C)C)cs1,3,9,-2,2,0,-4,2,4,-4
Cc1ccc2c(c1)c1cccc3c1n2CCN3CCC(N)=O,0,9,-13,2,5,-11,29,2,30
CC(=O)N/C(=N\c1nc(C)cc(C)n1)Nc1ccc(Cl)cc1Cl,5,5,-27,6,-12,7,1,1,4
OC(c1ccccc1)(c1ccccc1)C1CCN(C(=S)Nc2ccc(F)cc2)CC1,.,.,.,.,-4,8,.,13,15
C#Cc1ccc2c(c1)COc1c3ccccc3nn1-2,-4,-1,-16,6,6,-2,13,9,-27
CN(C)C(=O)CCC(=O)N1CCCC(C(=O)c2ccc(C(F)(F)F)cc2)C1 (stereo not drawn),3,2,-10,7,-1,0,9,12,0
O=C(Nc1cccc([N+](=O)[O-])c1)Nc1cnccn1,-2,-4,2,-1,-4,1,5,7,5
CC(C)(C)C(=O)Nc1ccccc1-c1nc2ccccc2[nH]c1=O,1,-1,-5,-5,-10,-1,2,2,-2
CN(C)c1ccc(C(=O)N2CCCC(CCC(=O)N3CCN(c4ccccn4)CC3)C2)cc1 (stereo not drawn),0,3,-6,5,2,2,6,5,20
COc1ccc(C2C(C(=O)O)c3ccccc3C(=O)N2C)cc1Br (stereo not drawn),0,2,-10,5,-1,-3,-7,8,7
O=C(NNc1ccccc1[N+](=O)[O-])NC1CCCCC1,0,6,-4,-8,-13,-1,2,5,5
CCc1nc(C)cn1S(=O)(=O)c1cc(OC)c(C)cc1C,6,3,-6,-6,3,1,0,8,23
CNC(=O)c1ccccc1S(=O)c1ccccc1C#N (stereo not drawn),1,6,0,-7,9,-4,-7,2,14
O=C(CN1CCC(O)(c2ccccc2)CC1)Nc1ccc2c(c1)OCCO2,-7,0,-11,3,5,4,8,3,10
O=[N+]([O-])c1cccc(/C=C/c2ccncc2)c1,1,4,9,-7,1,-5,-2,9,28
NC1=NC(=O)/C(=C/c2ccccc2OS(=O)(=O)c2ccccc2)S1,2,-2,-13,2,-1,0,4,6,-11
COc1ccc(S(=O)(=O)NCC2CCCN(Cc3ccc(C)o3)C2)cc1 (stereo not drawn),2,2,-8,-19,0,-5,-5,-1,-4
CS(=O)(=O)c1ccc(C(=O)NCc2ccc(F)cc2)cc1,1,1,2,-6,-2,1,10,1,0
COc1ccccc1NC(=O)C(=O)NCCC1CCCCN1S(=O)(=O)c1ccccc1 (stereo not drawn),-3,-10,-3,-16,0,-4,0,-3,-48
CC(C)(C)c1nn2cnnc2n(/N=C/c2cccc3ccccc23)c1=O,-3,0,8,1,-3,0,-5,-4,2

# Record cards, from the list above:
# Results for CNC(=O)c1ccccc1S(=O)c1ccccc1C#N (stereo not drawn) = LYPLA1 inh: 1; LYPLA2 counter: 6; ZTA DNA inh: 0; EBNA-1 inh: -7; PAFAH2 inh: 9; PAD4 FP inh: -4; GSTO1 counter: -7; PAFAH1B3 inh: 2; PREPL inh: 14
# Results for COc1ccc(S(=O)(=O)NCC2CCCN(Cc3ccc(C)o3)C2)cc1 (stereo not drawn) = LYPLA1 inh: 2; LYPLA2 counter: 2; ZTA DNA inh: -8; EBNA-1 inh: -19; PAFAH2 inh: 0; PAD4 FP inh: -5; GSTO1 counter: -5; PAFAH1B3 inh: -1; PREPL inh: -4

# More structures:
SMILES,LYPLA1 inh,LYPLA2 counter,ZTA DNA inh,EBNA-1 inh,PAFAH2 inh,PAD4 FP inh,GSTO1 counter,PAFAH1B3 inh,PREPL inh
C[C@H](NC(=O)OC(C)(C)C)C(=O)NCC1CCC(C(=O)N[C@@H](Cc2ccccc2)C(=O)O)CC1 (stereo partly drawn),1,4,3,0,-4,-5,1,-1,-5
COc1cccc(CC(=O)OCC(=O)NNC(=O)c2ccc([N+](=O)[O-])cc2)c1,-1,1,1,2,-1,-4,2,5,4
COc1cccc(NC(=O)CNC(=O)[C@@H]2Cc3ccccc3CN2C(=O)OC(C)(C)C)c1,-1,-2,-2,-8,2,-2,4,13,4
CCN(c1ccc(OCC(=O)OCC(=O)Nc2ccc(F)c(F)c2F)cc1)S(=O)(=O)c1ccccc1,2,7,13,6,4,-4,4,5,10
c1ccc(NCc2cccnc2)cc1,3,3,-8,-4,4,-1,2,-5,-23
COCCn1c(C)cc(C(=O)CN2c3cccc4cccc(c34)S2(=O)=O)c1C,.,.,.,.,2,-7,.,2,10
Nc1ccc(CNc2ncn[nH]2)cc1,2,-1,-1,-5,-1,1,0,-2,-1
CCCc1nc2oc3c(NCC(C)O)ncnc3c2c2c1CCCC2 (stereo not drawn),-3,-2,11,17,.,4,2,.,8
CCn1c(COC(=O)CNC(=O)c2ccccc2F)nc2cc(S(=O)(=O)N(C)C)ccc21,0,-1,1,6,2,-1,-3,-1,9
CCN(CC)C(=O)N1CCn2c(nc3ccccc32)C1,-6,-6,7,-2,4,-4,0,3,33
Oc1ccc(Br)cc1-c1n[nH]c(=S)n1Cc1ccccc1,1,5,11,11,-6,-1,18,5,-12
COc1ccc(C)c2sc(N(CCN(C)C)C(=O)c3cccc(N4C(=O)CCC4=O)c3)nc12,1,3,17,2,-3,-2,1,4,1
Cc1cccn2c(=O)c3cc(C(=O)O)n(C)c3nc12,1,-1,5,-10,-7,2,0,8,-8
CCOc1cc(C(=S)N2CCN(C)CC2)ccc1OCC(=O)N1CCOCC1,0,-1,6,5,-9,2,3,7,5
O=C(NCCc1cccs1)c1ccc(Cl)cc1,-2,-13,-2,-11,6,1,-16,7,13

# Just PREPL inh and LYPLA1 inh, for some of the entries so far:
SMILES,PREPL inh,LYPLA1 inh
C[C@H](NC(=O)OC(C)(C)C)C(=O)NCC1CCC(C(=O)N[C@@H](Cc2ccccc2)C(=O)O)CC1 (stereo partly drawn),-5,1
COc1cccc(CC(=O)OCC(=O)NNC(=O)c2ccc([N+](=O)[O-])cc2)c1,4,-1
COc1cccc(NC(=O)CNC(=O)[C@@H]2Cc3ccccc3CN2C(=O)OC(C)(C)C)c1,4,-1
CCN(c1ccc(OCC(=O)OCC(=O)Nc2ccc(F)c(F)c2F)cc1)S(=O)(=O)c1ccccc1,10,2

# (listing goes on)
SMILES,LYPLA1 inh,LYPLA2 counter,ZTA DNA inh,EBNA-1 inh,PAFAH2 inh,PAD4 FP inh,GSTO1 counter,PAFAH1B3 inh,PREPL inh
O=C(/C=C1\NCC2c3ccccc3CCN2C1=O)c1ccccc1 (stereo not drawn),-2,-3,12,1,10,-3,1,8,3
CCC1C(=O)N=C(SCC(=O)Nc2nc3ccccc3s2)NC1=O (stereo not drawn),1,2,-5,-4,-2,-1,0,-5,-3
CCOC(=O)NC(Cc1c[nH]c2ccccc12)C(=O)NCCc1ccc(S(N)(=O)=O)cc1 (stereo not drawn),-3,-3,7,5,-2,1,-8,6,14
CCCCn1c(SCC(=O)NC2CCCC2)nc2ccccc2c1=O,-1,2,14,5,-5,0,-2,5,2
COc1ccc(F)cc1S(=O)(=O)N1CCCC(C)C1 (stereo not drawn),-6,-2,6,1,-1,-2,4,1,0
COc1ccc(OC)c(NC(=O)CSc2nnc(CNC(=O)c3cccs3)o2)c1,5,7,10,7,-2,2,7,2,2
CNC(C)C#Cc1c(-c2cc(OC)c(OC)c(OC)c2)noc1C (stereo not drawn),0,1,1,8,0,-2,11,6,-3
Cc1ccc(NC2=CC(=O)CCC2)cc1C,-3,-4,0,-10,-6,0,13,9,2
COc1ccc(CCC(=O)Nc2ccc(Cl)c(S(=O)(=O)N3CCCC3)c2)cc1,-3,-4,-5,-5,-9,-2,8,6,6
Cc1ccc(Cl)cc1NC(=O)COC(=O)c1ccc(COc2ccc3c(C)cc(=O)oc3c2)cc1,1,9,7,2,.,1,-10,.,0
Cc1c(NC(=O)C(C)n2cc([N+](=O)[O-])cn2)c(=O)n(-c2ccccc2)n1C (stereo not drawn),3,1,-12,1,2,-3,1,10,-15
O=C(Nc1ccc(Cl)cn1)C1CCCN(c2ncnc3c2nc2n3CCCCC2)C1 (stereo not drawn),0,-1,-13,-8,1,2,0,4,8
CCOC(=O)Cc1csc(NC(=O)Cc2ccc(C)cc2)n1,0,3,-26,3,4,1,9,-4,4
O=[N+]([O-])c1ccc(Nc2ccc(F)cc2)cc1,-4,16,-1,9,7,3,-4,10,-46
Cc1c(Br)c([N+](=O)[O-])nn1CCCC(=O)Nc1sc2c(c1C#N)CCC2,1,-1,-3,0,-8,-2,4,0,40
COc1ccc(-c2nc3oc4cc(OC)ccc4c(=O)c3c(=O)n2Cc2ccco2)cc1,-2,-2,15,15,18,-1,-24,12,-1
CC1(C)CC(c2nc(-c3ccccc3)cs2)CCS1 (stereo not drawn),3,3,-12,8,7,4,6,-2,0
Cc1cc(C)nc(NS(=O)(=O)c2ccc(NC(=O)c3ccccc3C)cc2)n1,-2,1,6,-2,8,-3,-2,4,-8

# 3 of the entries above in order of the EBNA-1 inh value, descending:
SMILES | EBNA-1 inh | PAFAH2 inh | PAD4 FP inh | PAFAH1B3 inh | PREPL inh
COc1ccc(-c2nc3oc4cc(OC)ccc4c(=O)c3c(=O)n2Cc2ccco2)cc1 | 15 | 18 | -1 | 12 | -1
COc1ccc(OC)c(NC(=O)CSc2nnc(CNC(=O)c3cccs3)o2)c1 | 7 | -2 | 2 | 2 | 2
O=C(Nc1ccc(Cl)cn1)C1CCCN(c2ncnc3c2nc2n3CCCCC2)C1 (stereo not drawn) | -8 | 1 | 2 | 4 | 8

# Assay outcomes (PubChem)

# An excerpt; rates above refer to the full screens.
